# Pin1 inh = human Pin1 inhibition. Q13526. Pin1 FP peptide displacement, HiFluor488, 10 min. Potency, µM (doses to about 115 µM), for inactives: at the highest dose activity, negative = inhibition, actives largely listed as inhibitors. 0.009% of 390,000 active. AID 504891; active = well fitted inhibition curve with a large enough effect in the polarisation, with a control signal flat, not every such curve was filed as active; inconclusive = small, poorly fitted or top-dose-only effect, or effect the other way, or a change in a side signal; inactive = no such curve, though single readings can be large or run the other way; the % refers to the polarisation; also: potency is read from the fitted curve at half-maximal effect; % is scaled to controls: 0 for no effect and ±100 for the full control effect
# PI4K2A block = inhibitors of human PI4K2A; Q9BTU6; purified PI4K2A, ADP-Glo luminescence, 1 h; stronger effect = lower value; activity change, negative = inhibition, % at 76.9 µM; 0.13% of 420,000 active; AID 1346378; in the data active = activity change below about -50%; inconclusive = mostly about -30% to -49%;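 also: -100% = wells without enzyme as full effect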
#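 Compounds are screened against recombinant PI4K2A using PI as substrate and ATP, the latter dispensed at 300 microM. Reactions run one hour at ambient temperature before ADP-Glo detection; full inhibition defined by wells lacking enzyme.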
# Tb PGK inh = inhibitors of T. brucei phosphoglycerate kinase; 0.043% of 380,000 active; Potency, µM (titrated, usually from 57.5 µM), for inactives: at the top dose activity change, negative = inhibition, actives largely listed as inhibitors; PGK/GAPDH coupled, Kinase-Glo luminescence, 60 min; also: potency is read from the fitted curve at half-maximal effect; % is scaled to controls: 0 for no effect and ±100 for the full control effect; nearly all actives have a fitted effect of over 60% in size
#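 Recombinant glycosomal PGK reaction used 1,3-bisphosphoglycerate generated in-well by GAPDH (100nM final) in 100mM TEA pH 7.6, 5mM MgCl2, 0.01% Tween-20. After 60 minutes at room temperature, ATP was read by Kinase-Glo Plus luminescence end-point.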
# ERG Ets-DNA blk = ERG Ets/DNA interaction inhibition | 0.028% of 370,000 active | AID 624246 | fluorescence polarization, His-ERG Ets domain / labelled DNA | Potency, µM (top dose mostly 76.9 µM), for the others: top-dose FP activity, negative = inhibition, hits mostly inhibitors | P11308; active = well fitted inhibition curve with a large enough effect in the polarisation, with a control signal flat; inconclusive = small, poorly fitted or top-dose-only effect, or effect the other way, or a change in a side signal; inactive = no such curve, though single readings can be large or run the other way; the % refers to the polarisation;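 also: polarization taken with two DNA probes labelled with fluorescein and Texas red; potency is read from the fitted curve at half-maximal effect; % of control where 0% means no effect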
#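 His-tagged ERG Ets domain (1 uM in the protein solution; 300mM KCl, 50mM Tris-HCl, 1mM EDTA, 1mM DTT, pH 7.5) received compound, then a probe mix of 5 nM fluorescein-DNA and 100nM Texas-615-DNA. Fluorescence polarization was read for both dyes.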
# G9a block = blocks human histone lysine methyltransferase G9a. Q96KQ7. G9a H3K9 monomethylation, AlphaScreen, 2 h. Potency, µM (titrated, usually from 102 µM), for the others: at the top dose activity, negative = inhibition, usual class: inhibitors. 8.8% of 350,000 active; also: potency is read from the fitted curve at half-maximal effect; % is scaled to controls: 0 for no effect and ±100 for the full control effect; nearly all actives have a fitted effect of over 75% in size
#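 Enzyme 20 nM + cpd, 15 min RT; add b-H3K9 pep 500 nM / SAM 20 uM; 2 h RT; anti-H3K9me1 Ab 0.5 ug/mL + SA donor / anti-rabbit acceptor beads 20 ug/mL each, 10 min; AlphaScreen read.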
# JMJD2A Tudor inh = inhibitors of human JMJD2A Tudor domain | Potency, µM (series often up to 114 µM), inactives show at the highest dose activity change, negative = inhibition, most hits filed as inhibitors | AID 504339 | AlphaScreen JMJD2A-Tudor / H3K4me3 peptide binding | 4.4% of 390,000 active; also: potency is read from the fitted curve at half-maximal effect; % is scaled to controls: 0 for no effect and ±100 for the full control effect; nearly all actives have a fitted effect of over 50% in size
# GLS inhibitor = glutaminase GLS (human) inhibition. GLS enzymatic activity, qHTS titration. AID 624170. Potency, µM (titrated, usually from 45.5 µM), for the others: at the top dose activity change, negative = inhibition, hits mostly inhibitors. 0.21% of 410,000 active. O94925; also: potency is read from the fitted curve at half-maximal effect; % is scaled to controls: 0 for no effect and ±100 for the full control effect
#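 Glutamate formation by hKGA was monitored fluorometrically using coupled glutamate oxidase, HRP and Amplex Red. Substrate was added as 1 mM L-glutamine solution; incubation was 30 min at RT after an initial read.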
# HP1b chromo inh = blocks HP1-beta chromodomain binding to methylated histone tails; P83916; AlphaScreen HP1-beta / biotin-H3K9me3 peptide binding; Potency, µM (titrated, usually from 114 µM), without a hit: top-dose activity change, negative = inhibition, actives largely listed as inhibitors; 0.56% of 390,000 active; AID 540317; also: potency is read from the fitted curve at half-maximal effect; nearly all actives have a fitted effect of over 70% in size; inactives centre near 23
#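 AlphaScreen: HP1-beta (50 nM) preformed 30 min with biotin-H3(1-18)K9me3 peptide (50 nM) in PBS pH 7.4, 0.01% Tween-20. Compound added for 30 min at RT, then streptavidin donor/nickel chelate acceptor beads (10 ug/mL) for 30 min.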
# BAZ2B block = BAZ2B (human) inhibition; Q9UIF8; AlphaScreen BAZ2B-H3K14Ac peptide displacement; Potency, µM (titrated, usually from 114 µM), without a hit: at the top dose activity change, negative = inhibition, usual class: inhibitors; 4.4% of 360,000 active; AID 504333; also: potency is read from the fitted curve at half-maximal effect; % is scaled to controls: 0 for no effect and ±100 for the full control effect; nearly all actives have a fitted effect of over 60% in size
# Target sequence (Q9UIF8 whole entry, looked up): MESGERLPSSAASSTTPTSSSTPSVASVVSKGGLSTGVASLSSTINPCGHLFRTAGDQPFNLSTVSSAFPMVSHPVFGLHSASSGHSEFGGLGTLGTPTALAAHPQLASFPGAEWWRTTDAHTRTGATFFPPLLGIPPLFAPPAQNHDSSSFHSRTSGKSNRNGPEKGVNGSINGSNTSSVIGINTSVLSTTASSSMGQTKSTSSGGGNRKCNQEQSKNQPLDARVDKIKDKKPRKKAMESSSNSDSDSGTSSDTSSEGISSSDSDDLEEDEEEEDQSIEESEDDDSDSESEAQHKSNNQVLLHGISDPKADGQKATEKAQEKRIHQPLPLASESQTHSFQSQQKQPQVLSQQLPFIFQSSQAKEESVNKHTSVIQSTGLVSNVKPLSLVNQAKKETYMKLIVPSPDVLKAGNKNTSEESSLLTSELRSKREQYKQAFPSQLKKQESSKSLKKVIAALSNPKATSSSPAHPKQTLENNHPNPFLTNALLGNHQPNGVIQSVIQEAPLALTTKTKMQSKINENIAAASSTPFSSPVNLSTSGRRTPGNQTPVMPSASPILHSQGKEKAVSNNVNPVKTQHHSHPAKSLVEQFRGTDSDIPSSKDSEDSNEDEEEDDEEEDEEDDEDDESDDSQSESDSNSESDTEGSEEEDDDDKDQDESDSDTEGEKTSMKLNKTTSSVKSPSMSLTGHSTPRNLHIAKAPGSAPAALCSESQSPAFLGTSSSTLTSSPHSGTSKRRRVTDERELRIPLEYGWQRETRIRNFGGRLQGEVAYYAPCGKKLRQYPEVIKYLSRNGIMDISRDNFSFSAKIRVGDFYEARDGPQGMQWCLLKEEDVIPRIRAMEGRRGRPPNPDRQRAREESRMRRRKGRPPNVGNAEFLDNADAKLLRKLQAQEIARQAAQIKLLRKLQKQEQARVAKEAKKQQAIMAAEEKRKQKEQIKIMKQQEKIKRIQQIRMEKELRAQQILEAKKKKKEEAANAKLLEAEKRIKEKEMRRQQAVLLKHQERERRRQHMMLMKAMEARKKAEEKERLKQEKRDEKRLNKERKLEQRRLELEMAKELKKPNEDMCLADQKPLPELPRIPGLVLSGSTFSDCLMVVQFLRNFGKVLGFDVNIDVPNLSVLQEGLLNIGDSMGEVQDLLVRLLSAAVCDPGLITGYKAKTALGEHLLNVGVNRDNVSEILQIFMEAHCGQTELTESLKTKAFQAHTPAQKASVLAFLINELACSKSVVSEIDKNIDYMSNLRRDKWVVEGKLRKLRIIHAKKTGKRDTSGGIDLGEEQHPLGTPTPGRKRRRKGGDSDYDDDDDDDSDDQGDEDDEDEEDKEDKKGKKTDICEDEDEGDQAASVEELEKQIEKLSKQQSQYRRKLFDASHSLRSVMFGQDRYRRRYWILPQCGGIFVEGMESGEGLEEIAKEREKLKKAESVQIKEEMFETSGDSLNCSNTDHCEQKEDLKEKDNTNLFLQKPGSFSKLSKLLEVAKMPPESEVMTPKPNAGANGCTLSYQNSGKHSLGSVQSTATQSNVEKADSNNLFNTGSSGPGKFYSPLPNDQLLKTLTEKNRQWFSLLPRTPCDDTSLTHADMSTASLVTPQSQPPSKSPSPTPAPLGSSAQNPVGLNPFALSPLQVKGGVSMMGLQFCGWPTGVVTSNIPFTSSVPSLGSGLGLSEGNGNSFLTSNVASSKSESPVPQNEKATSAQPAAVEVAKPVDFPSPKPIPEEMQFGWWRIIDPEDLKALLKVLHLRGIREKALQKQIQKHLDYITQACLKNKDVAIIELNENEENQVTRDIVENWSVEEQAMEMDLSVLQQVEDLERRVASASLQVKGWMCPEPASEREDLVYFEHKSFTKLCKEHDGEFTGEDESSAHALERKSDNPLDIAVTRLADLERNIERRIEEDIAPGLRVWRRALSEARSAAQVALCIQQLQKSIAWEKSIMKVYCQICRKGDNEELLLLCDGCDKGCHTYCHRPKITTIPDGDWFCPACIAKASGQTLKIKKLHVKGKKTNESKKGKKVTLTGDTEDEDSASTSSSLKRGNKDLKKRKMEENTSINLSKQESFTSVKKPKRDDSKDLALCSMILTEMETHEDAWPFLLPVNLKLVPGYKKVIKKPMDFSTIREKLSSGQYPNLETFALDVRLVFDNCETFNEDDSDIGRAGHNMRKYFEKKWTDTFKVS
#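 Multi-concentration screen (max 110 uM) measuring displacement of acetylated histone H3 peptide from BAZ2B by AlphaScreen, using 50 nM protein, 50 nM peptide and 10 ug/mL streptavidin donor plus Ni-chelate acceptor beads.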
# * = called active by the depositor; i = inactive; ? = inconclusive; / = no result given; & = joins results of further samples; [ ] = dose if it differs, or a comment. Unless noted, calls follow the shape of the dose curve; as a rule, active = well fitted curve in the direction sought with a large enough effect; inconclusive = small, poorly fitted or top-dose-only effect, or another doubt; inactive = no such curve, though single readings can be large; an effect the other way counts as inactive or inconclusive.
SMILES,Pin1 inh,PI4K2A block,Tb PGK inh,ERG Ets-DNA blk,G9a block,JMJD2A Tudor inh,GLS inhibitor,HP1b chromo inh,BAZ2B block
COc1ccc(OC)c(C(=O)/C=C/c2ccccc2C(F)(F)F)c1,?,1,-1%,5%,11%[0.0925 µM],-6%,-15%,17%,4%
Cc1cc(C)cc(C(=O)NC(=S)Nc2ccc3c(c2)OCCO3)c1,0%,1,-10%,-9%,25µM*,?,12%,?,?
CC1Cc2ccccc2N1C(=O)Cn1cnc2ccccc21 (stereo unspecified),-1%,1,-7%,3%,2%,-16%,5%,31%,-11%
CCN(CC)CCNc1nc(-c2ccc(OC)cc2)c(-c2ccc(OC)cc2)s1,-4%,3,-3%,10%,/,?,-3%,4%,?
COc1nc(N(C)C)nc(N2CC(=O)N(CCNS(=O)(=O)c3ccc(C)cc3)C2=N)n1,-1%,2,-7%,-5%,9%[59 µM],-12%,-16%,32%,14%
CCN1CCN(C(=O)C2CCN(C(=O)Nc3ccccc3)CC2)CC1,-2%,0,i,7%,-6%[12.7 µM],-10%,1%,21%,-13%
C=CCn1c(SCc2nc3sc4c(c3c(=O)[nH]2)CCCC4)nc2ccccc2c1=O,?,-2,1%,7%,25%[59 µM],-4%,2%,29%,1%
COc1ccccc1C/C(N)=N/OC(=O)COc1cccc2ccccc12,0%,-6,-8%,0%,9%[2.33 µM],67%[activator],1%,164%[activator],52%[activator]
O=C(CC(Cc1ccccc1)C(=O)O)NCCc1ccc2c(c1)OCO2 (stereo unspecified),-9%,-5,-7%,-6%,23%[12.7 µM],-19%,-4%,14%,6%
Cc1ccc(C)c(N2CCN(S(=O)(=O)c3ccc4c(c3)oc(=O)n4C)CC2)c1,-1%,-3,-8%,-16%,-1%,-20%,-9%,14%,-4%
CC(C)n1c(N2CCN(C(=O)c3cccs3)CC2)nc2ccccc21,3%,1,-8%,-2%,-22%[12.7 µM],-23%,-13%,41%[activator],5%
CC(=O)Nc1cccc(-c2nnc(SCc3ccccc3C#N)n2C)c1,0%,4,-7%,1%,-45%[12.7 µM],-13%,12%,21%,-17%
CCOc1ccc(NC(=O)COC(=O)c2cc(S(=O)(=O)N3CCCC3)ccc2C)cc1,-1%,0,-8%,-16%,?,-13%,-10%,44%[activator],-4%
CC(C)(C)OC(=O)NCCC(=O)N/N=C/c1ccc2nccnc2c1,10%,2,8%,2%,/,-9%,6%,13%,3%
CCCOC(=O)c1ccc(NC(=O)C(=O)NCC2CCCO2)cc1 (stereo unspecified),7%,0,0%,-11%,27%[59 µM],-3%,7%,26%,-5%
NC(=S)NN=C(c1ccccc1)c1ccccc1,-3%,2,-10%,12%,40µM*,?,14%,-1%,-32%
CC(=O)c1ccc(NS(=O)(=O)c2ccc([N+](=O)[O-])cc2)cc1,-3%,0,i,14%,/,-27%,5%,-2%,/
O=C1c2ccccc2C(=O)N1CCn1nc(Cl)nc1Cl,1%,8,0%,1%,-42%[2.33 µM],0%,1%,23%,0%
COC(=O)c1c(-c2ccccc2)c[nH]c1C,-2%,-4,-11%,-7%,?,-6%,5%,4%,?
CCN(CC)CCNC(=O)c1ccc(Sc2ccc(C)cc2)c(NC(C)=O)c1,-3%,5,0%,0%,0%,-15%,-1%,13%,-7%
CCNS(=O)(=O)c1ccc(CCC(=O)N2CCC(C)CC2)cc1,-4%,2,-5%,-9%,4%[59 µM],4%,-7%,33%,7%
COc1cc(-c2nc3cnccn3c2Nc2ccc(C(C)C)cc2)ccc1O,1%&-2%,-1&-3,-2%,4%,-5%[59 µM],-19%&-18%,0%&-4%,20%&22%,-7%
Cc1cc(C)cc(OCC(=O)N2CCN(c3ncccn3)CC2)c1,1%,-2,-1%,-4%,/,-17%,-3%,9%,/
CCCCOc1ccc2ccccc2c1C=O,-2%,3,3%,-8%,19%[12.7 µM],95%[activator],0%,174%[activator],129%[activator]
CN(C)C(=O)c1cc2cc([N+](=O)[O-])ccc2s1,3%,0,-6%,-1%,10%[59 µM],-18%,-1%,71%[activator],4%
O=C1CC(C(=O)NCc2ccccc2)N=C(N2CCCCC2)N1 (stereo unspecified),-12%,-3,2%,-6%,4%[59 µM],-13%,6%,73%[activator],8%
O=C(NC1CCN(Cc2ccccc2)CC1)c1ccccc1NS(=O)(=O)c1ccc(F)cc1,-4%,0,-7%,16%,/,-18%,-2%,25%,/
NS(=O)(=O)c1ccc(NC(=O)C2(c3ccccc3)CCCC2)cc1,1%,-1,-8%,3%,-4%,-14%,12%,7%,1%
Cc1cc(/C=C(\C#N)C(=O)Nc2ccccc2)c(C)n1-c1ccc2c(c1)OCO2,?,-6,4%,-16%,-47%[59 µM],-27%,1%,12%,4%
CC(C(=O)NCC1(c2ccccc2)CCOCC1)N1CCOCC1 (stereo unspecified),1%,-2,-8%,5%,-51%,-12%,2%,37%,?
O=C(N/N=C\C=C\c1ccc2c(c1)OCO2)c1cccnc1,?,0,/,1%,10%[59 µM],-13%,7%,38%,6%
C/C(=N\NC(=O)Cc1ccc(Cl)cc1)c1ccccn1,9%,2,-4%,/,33%[activator],56µM*,17%,25%,45µM*
Cc1cc(N2CCC(C)CC2)nc2ccc(NC(=O)Cc3c(F)cccc3Cl)cc12,28%,6,2%,4%,-14%[59 µM],3%,2%,12%,-8%
CCn1c(SCC(=O)N2CCOCC2)nc2c([nH]c3ccccc32)c1=O,-5%,1,i,0%,11%,-7%,-4%,33%,-2%
COc1ccc(N(C(=O)C2COc3ccccc3O2)C(C(=O)NC2CCCCC2)c2ccccc2)cc1OC (stereo unspecified),-5%,1,9%,4%,19%[59 µM],-17%[57.1 µM],0%,33%,-28%
COc1ccc(NC(=O)NC(C)c2ccc3c(c2)OCO3)c(OC)c1 (stereo unspecified),-6%,6,-8%,-9%,38%[activator],-3%,-5%,51%[activator],3%
CCCCn1nnc(NC(=O)c2ccc(-c3ccccc3)cc2)n1,1%,2,-7%,-7%,18%[59 µM],-2%,-2%,56%[activator],10%
COc1ccc(N(CC(=O)N/N=C/c2ccc(N(C)C)cc2)S(=O)(=O)c2ccccc2)cc1,3%,-3,-7%,-1%,-16%,?,17%,34%,?
CCN(C(=S)NC(=O)c1ccco1)c1cccc2ccccc12,0%,?,-2%,4%,/,-26%,?,-8%,/
CSc1nc(N)nc(SCC(=O)c2ccc(C)cc2)c1C#N,5%,10,2%,13%,?,-1%,15%,33%,10%
CCCOc1ccc(-c2nc(N3CCCCC3)c3ccccc3n2)cc1,?,4,-9%,1%,-26%[59 µM],-8%,-1%,2%,-21%
C=CCSC1=C(C#N)C(c2cccc(OC)c2)CC(=O)N1 (stereo unspecified),0%,-2,i,18%,45µM*,-8%,-8%,-6%,5%
COc1ccc(CCNC(=O)Cc2ccc3c(c2)OCO3)cc1OC,-2%,-1,-10%,0%,-7%[59 µM],-2%,12%,53%[activator],-28%
Cc1ccnc2nc(C(=O)OCC(=O)N(CC(C)C)C3CCS(=O)(=O)C3)nn12 (stereo unspecified),0%,2,-9%,-10%,-10%[12.7 µM],7%,-7%,39%[activator],-3%
COC1CCN(Cc2c(C(=O)N3CCc4ccccc4C3)nc3ccc(Cl)cn23)CC1,-5%,6,-2%,-1%,/,-10%,1%,11%,-5%
COc1cccc(NC(=O)CSc2ccc3nnc(CCNC(=O)c4ccccc4)n3n2)c1,0%,-5,-1%,-10%,-8%,-17%,10%,33%,-20%
Cc1cc(CNC(=O)C2(C(F)(F)F)C/C(=C\Cc3ccccc3)CCCO2)nn1C (stereo unspecified),0%&2%,-4,-7%,0%,/,-22%&-14%,1%,22%&11%,/
O=C(OCc1ccc([N+](=O)[O-])cc1)c1ccc(N2CCCC2)c([N+](=O)[O-])c1,1%,0,2%,1%,17%[59 µM],?,5%,24%,-30%
O=C(NN=Cc1ccccc1Cl)c1cccc2ccccc12,22%,0,-1%,5%,/,-18%,5%,7%,/
CCOc1ccc(C(=O)NCC(=O)OCC(=O)N2CCCCC2)cc1,-5%,3,-2%,4%,-36%[59 µM],-14%,-6%,56%[activator],1%
c1coc(Cn2c(SCc3nc4ccccc4[nH]3)nnc2-c2cnccn2)c1,-2%,-4,-2%,-4%,32µM*,?,3%,39%[activator],-9%
CCCN(CCC)S(=O)(=O)c1ccc(C)cc1,-8%,3,10%,7%,/,23%,-5%,63%[activator],18%
COc1ccc(OC)c(NC(=S)NCc2ccccc2OC)c1,-1%,-1,-10%,4%,?,-30%,18%,-15%,?
Cc1csc2nc(CSc3nc4ccccc4o3)cn12,0%,-5,-9%,0%,?,-19%,10%,15%,-5%
CCN(CC)S(=O)(=O)c1cc(C)ccc1SC,3%,1,2%,-2%,-4%,12%,1%,41%[activator],-2%
Cc1oc2nc(SCCCC(=O)NCCO)nc(N)c2c1C,-1%,87,-1%,-7%,23%[59 µM],-14%,5%,31%,/
CCC1(c2ccccc2)NC(=O)N(CC#N)C1=O (stereo unspecified),1%,2,i,-3%,6%,-3%,-5%,59%[activator],/
Cc1oc(-c2ccc(C(=O)NC(C)c3ccccc3)cc2)nc1CS(=O)(=O)c1ccccc1 (stereo unspecified),21%,-4,-5%,-2%,-23%[59 µM],-18%,-6%,19%,-13%

# Screens deposited in PubChem by National Center for Advancing Translational Sciences (NCATS).
